TCR CD3 inh – human TCR-CD3 binding inhibition; inhibition, % at 9.4 µM; actives 0.37% (n = 360,000); AID 651800; TAMRA-labeled TCR probe fluorescence, biochemical; in the data active = inhibition above about 19%;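 also: recombinant mutant TCR 2C K166C tagged with TAMRA read by polarization; 0% = receptor in buffer alone and 100% = receptor with positive control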
rCAG binder – r(CAG) repeat RNA binding. inhibition, % at 3 µM. actives 1.3% (n = 370,000). AID 651821. TO-PRO-1 dye displacement fluorescence;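 active = inhibition above the plate cutoff, the mean of all test compounds on that plate plus 3 SD, cut at about 35% in these data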;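 also: 0% = DMSO alone and 100% = 100 µM mitoxantrone as full dye displacement; higher means more dye released from RNA so lower well fluorescence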
GC-B act – GC-B (human) receptor activation; P20594; HEK293-GC-B cells, CNP EC30, cGMP TR-FRET; 0% at EC30 CNP, 100% saturating CNP; activation, % at 10 µM; actives 0.11% (n = 370,000); AID 1920062;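 active = activation at 10 µM reaching about 35% in either raw or pattern-adjusted values, limit read from the data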
PRMT1 FP inh – blocks human protein arginine methyltransferase 1. Q99873. recombinant PRMT1, activity-based probe fluorescence polarization. inhibition, % at 2.79 µM. actives 1.3% (n = 370,000). AID 652257;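 active = inhibition above about 21% made by adding two undisclosed values, limit read from the data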
HTRA1 inh – HTRA1 (human) protease inhibition | AID 504803 | recombinant HTRA1, FP-rhodamine activity-based probe, fluorescence polarization | Q92743 | inhibition, % at 5.96 µM | actives 0.5% (n = 340,000); in the data active = inhibition above about 36%;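 also: 0% = enzyme with DMSO and 100% = wells lacking enzyme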
Target sequence (Q92743 whole entry, looked up): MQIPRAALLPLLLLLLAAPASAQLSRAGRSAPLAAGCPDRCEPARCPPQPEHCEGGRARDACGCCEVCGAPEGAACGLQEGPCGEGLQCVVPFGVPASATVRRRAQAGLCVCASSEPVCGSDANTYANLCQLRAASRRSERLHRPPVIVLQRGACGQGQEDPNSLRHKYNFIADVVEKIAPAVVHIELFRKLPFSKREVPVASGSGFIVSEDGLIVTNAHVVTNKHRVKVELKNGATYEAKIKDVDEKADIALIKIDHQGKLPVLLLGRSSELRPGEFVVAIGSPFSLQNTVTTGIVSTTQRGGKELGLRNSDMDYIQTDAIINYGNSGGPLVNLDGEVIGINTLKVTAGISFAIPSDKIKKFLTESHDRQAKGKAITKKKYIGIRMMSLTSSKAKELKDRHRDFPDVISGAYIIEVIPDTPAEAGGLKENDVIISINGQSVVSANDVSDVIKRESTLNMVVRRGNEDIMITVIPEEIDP
SIAE inh – human SIAE inhibition, primary screen; Q9HAT2; SIAE FP-Rh probe binding, fluorescence polarization; inhibition, % at 9.66 µM; actives 0.69% (n = 370,000);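 active = inhibition above a cutoff: mean of compounds within the control limits plus 3 SD of those, cut at about 17% in these data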;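 also: 0% = plate median of compound wells and 100% = probe without SIAE protein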
Target sequence (Q9HAT2 whole entry, looked up): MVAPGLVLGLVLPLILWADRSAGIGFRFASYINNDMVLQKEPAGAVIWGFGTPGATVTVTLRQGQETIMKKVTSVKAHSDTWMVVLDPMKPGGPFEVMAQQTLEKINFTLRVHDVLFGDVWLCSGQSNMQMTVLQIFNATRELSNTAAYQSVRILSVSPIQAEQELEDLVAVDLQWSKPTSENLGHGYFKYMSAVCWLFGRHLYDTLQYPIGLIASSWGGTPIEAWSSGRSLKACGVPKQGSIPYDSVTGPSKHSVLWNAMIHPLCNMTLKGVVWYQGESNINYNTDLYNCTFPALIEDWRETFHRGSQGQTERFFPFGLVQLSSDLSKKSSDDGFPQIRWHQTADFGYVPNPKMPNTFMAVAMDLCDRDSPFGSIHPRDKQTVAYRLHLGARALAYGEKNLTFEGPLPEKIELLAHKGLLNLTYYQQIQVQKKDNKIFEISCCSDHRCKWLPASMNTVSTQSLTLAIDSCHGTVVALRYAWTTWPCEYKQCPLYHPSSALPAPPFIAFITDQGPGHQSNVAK
TDP2 inh – TDP2 (human) inhibition, absorbance primary screen. O95551. recombinant TDP2, T5PNP hydrolysis, p-nitrophenol absorbance 415 nm. inhibition, % at 12.8 µM. actives 0.34% (n = 370,000). AID 720702;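 active = inhibition above the mean of all tested compounds plus 3 SD, set per campaign, cut at about 25% in these data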;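 also: 0% = DMSO with enzyme and 100% = buffer with substrate but no TDP2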
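Incubation: 2 h at 37 °C; Test system: recombinant human TDP2; Quantity: enzyme 120 nM; Read-out basis: percent inhibition; Medium: 50 mM Tris-HCl pH 7.5 with Mg2+, KCl, DTT, BSA; Repeats: single replicate; Compound: 12.8 µM single point, 1% DMSO; Signal: epi absorbance; Reagent: 5 mM T5PNP chromogenic substrate; Benchmarks: no-enzyme high, DMSO-plus-enzyme low.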
LEDGF integ inh – blocks HIV-1 LEDGF/p75-dependent DNA integration. TR-FRET IN-LEDGF/p75 DNA integration, Eu/Cy5. inhibition, % at 3.7 µM. actives 0.64% (n = 370,000);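 active = inhibition above the screen-wide mean plus 3 SD, cut at about 13% in these data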;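 also: signal is the Cy5 over europium emission ratio at 671 and 618 nm; 0% = plate median of compound wells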
ABHD4 inh – inhibits mouse alpha/beta hydrolase domain 4; Q8VD66; purified mABHD4, FP-Rh probe fluorescence polarization; inhibition, % at 8.92 µM; actives 0.54% (n = 370,000); AID 720543;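 active = inhibition exceeding the mean over every tested compound plus 3 SD, cut at about 30% in these data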;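 also: 0% = plate median of compound wells and 100% = S159A mutant with DMSO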
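assay system = mABHD4 protein | compound dosing = single nominal dose of 8.92 µM, 0.89% DMSO final | read-out basis = percent inhibition of probe binding, normalized to plate controls | schedule = Enzyme–compound pre-incubation 45 min, then probe 60 min, both 25 °C | detection = fluorescence polarization, excitation 525 nm, emission 598 nm, BODIPY TMR filters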
MBD2 DNA inh – inhibitors of human MBD2 binding to methylated oligonucleotide. TR-FRET. inhibition, % at 4.4 µM. actives 0.31% (n = 370,000); in the data active = inhibition above about 13%
Starred values were filed as active, the others as inactive; / = no result given.

canonical_smiles	TCR CD3 inh	rCAG binder	GC-B act	PRMT1 FP inh	HTRA1 inh	SIAE inh	TDP2 inh	LEDGF integ inh	ABHD4 inh	MBD2 DNA inh
CCN(CC(=O)Nc1ccc(OC(F)F)cc1)C1CCCCC1	-6	-3	2	5	-7	4	-4	-3	5	3
COC(=O)C1CSC(C(=O)OC)N1C(=O)CN1CCN(c2ccc(OC)cc2)CC1 (centres undefined)	1	-5	-4	0	-1	-5	4	-1	7	4
O=C(C(c1ccccc1)c1ccccc1)N1CCN(CC(O)COc2ccccc2)CC1 (centres undefined)	4	-7	0	0	-4	-4	-6	-2	-5	1
Cc1cccc(S(=O)(=O)NC(=O)C2(C)CCN2C(=O)c2ccccc2)c1 (centres undefined)	-10	1	0	6	/	2	-7	-3	2	3
O=C1CCC(C(=O)N2CCCC(C(=O)c3ccc4ccccc4c3)C2)=NN1 (centres undefined)	7	-4	4	-1	6	-6	-3	1	-3	1
CC(=O)NC(Cc1ccccc1)c1ccc2c(c1)OCCCO2 (centres undefined)	6	-1	5	1	-5	-2	10	-1	7	-5
CC1CCCC(C)N1C(=O)COC(=O)/C=C/c1ccco1 (centres undefined)	5	5	2	8	-2	9	-2	-1	11	-2
CCOc1ccc(S(=O)(=O)NC2=NCCCCC2)cc1	2	-1	4	-4	1	8	-7	2	2	-2
Cc1cc(C(=O)NCc2cc(C(=O)O)co2)co1	2	3	1	4	-2	-10	-3	2	6	0
CCOc1cccc(C(=O)Nc2ccc(S(=O)(=O)Nc3cc(C)on3)cc2)c1	-1	7	-5	8	-2	5	-5	-2	-15	5
CC1=C(C(=O)Nc2ccccc2)C(c2ccco2)NC(=O)N1 (centres undefined)	4	0	3	0	8	-4	4	0	0	3
CCNC(=O)NC(=O)C(C)Oc1ccc(Br)cc1Br (centres undefined)	5	-6	2	0	5	-1	-11	5	2	2
CCCCCCN[C@H]1CCC2C3CC=C4C[C@@H](O)CC[C@]4(C)C3CC[C@@]21C (some centres undefined)	-1	5	-3	-2	-4	-4	-7	5	4	-7
Cc1onc(-c2ccccc2Cl)c1C(=O)N1CCC(C(N)=O)CC1	5	3	-5	10	-7	0	-19	-8	-10	1
Cc1cc(NC(=O)Cn2nnc3sc4c(c3c2=O)CCC(C(C)(C)C)C4)no1 (centres undefined)	-5	16	0	12	-52	-16	-1	0	-3	8
COc1cccc(OC)c1C(=O)Nc1cccc(S(=O)(=O)Nc2ccccc2Cl)c1	2	16	3	1	3	-4	2	-3	-5	0
Cn1cc([N+](=O)[O-])c(C(=O)NCc2cc3ccccc3[nH]2)n1	0	1	-1	-3	5	13	0	-1	0	-2
CN(C)c1ccc(NC(=O)Cc2ccccc2)c2ccccc12	5	-2	-7	0	1	3	3	-1	6	1
CC(C)(C)SC(=O)CC1NS(=O)(=O)OC2CCCCC12 (centres undefined)	8	-5	4	-3	-13	-4	-8	-1	6	-2
COc1ccccc1-c1nnc(SCC(=O)Nc2cccnc2Cl)n1C	-6	-1	-4	-2	-3	4	-19	6	-6	1
CCSc1nnc(NC(=O)c2cccnc2)s1	1	-1	6	0	13	2	15	2	5	-5
CCOC(=O)C1=C(COC(=O)COc2ccccc2C#N)NC(=O)NC1C (centres undefined)	3	0	-2	1	0	-13	-15	4	-4	1
CCOc1ccc(OCC)c(NC(=O)C2CCN(S(=O)(=O)c3cnc[nH]3)CC2)c1	-3	1	-3	3	1	-3	-7	0	0	0
Cc1onc(-c2ccccc2)c1C(=O)NCc1ccc2c(c1)OCO2	0	-1	5	5	1	9	6	0	-1	-2
CC1CCCC(NC(=O)CN(C)CC(=O)Nc2ccc(F)cc2)C1C (centres undefined)	11	-2	4	0	-3	-4	-14	2	-4	-1
Cc1ccc(S(=O)(=O)N2[C@@H](c3ccc(Br)cc3)C(C(=O)O)=C[C@H]2CC2CCCC2)cc1	-7	83*	-2	3	-66	-8	-4	-2	-3	4
CN(c1ccccc1)S(=O)(=O)c1cccc(C(=O)OCC(=O)NCc2ccco2)c1	6	-3	-2	-8	-1	14	7	5	-1	-1
CCc1nnc(NC(=O)CCC(=O)NC2CCCCCC2)s1	-2	-2	1	0	4	6	18	0	-3	2
Cc1ccc(C(=O)N2CCCCC2C(=O)O)cc1S(=O)(=O)N1CCCCC1 (centres undefined)	-9	3	0	0	2	-1	3	-7	-2	0
COc1ccc(NC(=O)C(c2cc3c(cc2[N+](=O)[O-])OCO3)N(C)C)cc1 (centres undefined)	15	3	3	0	10	7	4	2	70*	-6
CC1CN(c2ccnc3cc(Cl)ccc23)CCN1C(=O)c1ccc(Cl)cc1 (centres undefined)	/	/	-10	4	/	0	3	-2	-2	-4
CN(C)S(=O)(=O)N1CCC(c2ccc(F)cc2)C(COc2ccc3c(c2)OCO3)C1 (centres undefined)	1	-4	-9	-1	-29	1	-2	-3	-7	0
CC(=O)N(NC(=O)c1ccc(C)cc1)C1CC(=O)N(c2ccccc2Cl)C1=O (centres undefined)	10	-2	4	1	0	0	-1	3	-3	-3
COc1ccc(/C=C2\SC(=O)N(CCNC(=O)CN3C(=O)NC4(CCCC4)C3=O)C2=O)cc1	-3	-1	-2	1	-3	-1	20	3	-2	-4
O=C(Nc1ccc(S(=O)(=O)Nc2ncccn2)cc1)c1cccc(S(=O)(=O)N2CCCC2)c1	9	7	-4	4	6	0	-1	1	2	-4
CCN(C(=O)COC(=O)c1cccc(C)c1[N+](=O)[O-])c1c(N)n(Cc2ccccc2)c(=O)[nH]c1=O	2	-3	-4	3	-1	7	-5	-7	-4	7
COc1ccc(/C=C2\N=C(C)N(c3ccc4ccccc4c3)C2=O)cc1OC	-7	0	8	-2	-8	6	-6	-1	-5	-4
CC1(C(=O)NS(=O)(=O)c2ccc(Cl)s2)CCN1C(=O)C1(c2ccc(Cl)cc2)CCC1 (centres undefined)	2	62*	-7	-3	/	-2	12	-1	6	-2
c1ccc(SCc2nc3ccccc3s2)nc1	3	0	4	3	-9	4	-3	2	-4	5
COc1cc(C(=O)NC(=S)Nc2ccccc2N2CCCC2)cc(OC)c1OC	5	-1	7	2	1	4	4	-1	-5	-3

The closing two records of the part above come first, to join the parts.
canonical_smiles	TCR CD3 inh	rCAG binder	GC-B act	PRMT1 FP inh	HTRA1 inh	SIAE inh	TDP2 inh	LEDGF integ inh	ABHD4 inh	MBD2 DNA inh
c1ccc(SCc2nc3ccccc3s2)nc1	3	0	4	3	-9	4	-3	2	-4	5
COc1cc(C(=O)NC(=S)Nc2ccccc2N2CCCC2)cc(OC)c1OC	5	-1	7	2	1	4	4	-1	-5	-3
O=C(NCc1ccccc1)c1ccc(Cl)nc1	-1	-2	4	1	/	-4	-5	3	-3	7
CCOC(=O)C(NCc1ccccc1OC)(NC(=O)CC)C(F)(F)F (centres undefined)	2	0	1	1	5	-2	-8	0	-4	2
CCc1ccc2c(c1)c(N=NC1=NC(=O)CS1)c(O)n2C	7	16	2	2	1	-1	-5	-1	5	-15
CCOC(=O)N1CCN(C(=O)COC(=O)CSc2cc(C)c(Br)cc2C)CC1	6	-6	4	1	-3	9	18	2	0	-4
O=C(Nc1ccccc1C(=O)O)c1ccccc1	-8	0	3	-1	3	1	-9	1	-1	-3
Oc1ccc(-c2nc3ncccn3c2Nc2ccc3c(c2)OCO3)cc1	1	4	2	9	7	3	-1	-4	12	0
Cc1[nH]n(-c2ccccc2)c(=O)c1N=Nc1cccc([N+](=O)[O-])c1	-5	4	-1	-7	10	0	-14	6	-7	-3
CCCCCN1C(=O)/C(=C/c2c(N3CCc4ccccc4C3)nc3ccccn3c2=O)SC1=S	-3	-1	1	2	-13	-3	2	2	-1	1
COc1ccc2[nH]cc(CCNC(=O)c3ccc4ccccc4n3)c2c1	0	2	-8	5	-2	9	1	-1	-4	3
CCOC(=O)C1=C(COC(=O)COc2ccc(Br)cc2)NC(=O)NC1C (centres undefined)	-2	-10	-7	2	-2	0	2	-5	-2	4
O=C(Nc1ccccc1N1CCCCC1)c1ccc(F)c(S(=O)(=O)N2CCOCC2)c1	0	0	-1	-2	4	-2	20	4	1	-3
Cc1ccc(S(=O)(=O)Nc2ccc(S(=O)(=O)Nc3nccs3)cc2)c([N+](=O)[O-])c1	4	10	2	-4	-1	5	0	1	-4	2
COc1ccc(C(CNC(=O)c2cccc(S(=O)(=O)N3CCCC3)c2)N2CCCC2)cc1 (centres undefined)	2	1	-6	-3	7	1	-14	1	-2	-4
CCc1ccc2nc3n[nH]c(N)c3cc2c1	-8	2	-9	2	0	6	-1	-3	4	-6
Cc1ccc(CN2CCC[C@]3(N[C@H](c4ccccc4)[C@@H]4C(=O)N(C)C(=O)[C@@H]43)C2=O)cc1	-6	3	3	-4	1	-1	-12	7	-5	-6
Cc1cc(C)cc(N(C(=O)Cn2nnc3ccccc32)C(C(=O)NCc2ccco2)c2ccncc2)c1 (centres undefined)	-3	-7	-16	0	0	-2	5	-1	4	1
COCCn1c(SCC(=O)NC2CCCC2)nc2c(c1=O)SCC2	-5	-5	4	3	1	3	1	1	-10	8
CCOc1cccc(C2/C(=C(\O)c3ccc4c(c3)OCCO4)C(=O)C(=O)N2Cc2ccncc2)c1 (centres undefined)	6	5	-1	-2	5	-2	2	2	-4	-4
C=C(C)Cc1c(C)c(C#N)c2[nH]c3ccccc3n2c1=O	7	8	8	-2	9	-2	3	-6	17	2
CCOc1ccc(-n2c(SCc3cccc4ccccc34)nnc2-c2ccc(C)cc2)cc1	/	8	-9	-1	/	7	-11	2	-7	8
CCOc1ccc(NC(=O)CN(C)C(=O)CC2CCCCC2)cc1OCC	-2	-6	-2	1	5	1	3	-5	-2	-1
COC(=O)c1cc(C)sc1NC(=O)CN1CCN(C(=O)c2ccco2)CC1	4	-5	-5	1	-9	-4	-4	3	1	4
COc1ccc(N2CCN(C3CCCN(Cc4ccc(F)cc4Cl)C3)CC2)cc1 (centres undefined)	-7	-6	1	1	2	2	12	-1	7	-1
CCN(CC(=O)NCc1ccc(F)cc1)C(=O)/C=C/c1cc(OC)ccc1OC	1	-5	0	1	-2	-6	-4	0	0	4
CCC(c1nnc(SCC(=O)Nc2ccc(S(N)(=O)=O)cc2)n1Cc1ccccc1)N(C)C (centres undefined)	8	2	-2	-1	2	2	-4	-5	-4	-2
CCN1CCN(C(=O)Cn2ncc3c([nH]c4ccc(C)cc43)c2=O)CC1	6	-4	-1	-4	-1	-4	-7	-4	5	-2

Compound activity (PubChem BioAssay)

Not all compounds are listed; the hit share may differ from the screen's.
